M1 PAM: human CHRM1 positive allosteric modulation | P11229 | CHO-K1 hM1, Fluo-8 calcium fluorescence, ACh EC20; 0% = ACh EC20, 100% = maximal ACh | activation, % at 3 µM | 360,000 tested, 0.088% active; in the data active means activation above about 19%, passing the limit was not always enough
CHRM5 PAM: potentiates acetylcholine response at human M5 receptor; P08912; CHO-K1 hM5, Fluo-8 calcium, ACh EC20 PAM; 0% = ACh EC20, 100% = ACh EC100; activation, % at 3 µM; AID 624038; 360,000 tested, 0.3% active;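 active means activation above the run cutoff, the mean activation of all test compounds plus 3 SD, cut at about 18% in these data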
Target sequence (P08912 whole entry, looked up): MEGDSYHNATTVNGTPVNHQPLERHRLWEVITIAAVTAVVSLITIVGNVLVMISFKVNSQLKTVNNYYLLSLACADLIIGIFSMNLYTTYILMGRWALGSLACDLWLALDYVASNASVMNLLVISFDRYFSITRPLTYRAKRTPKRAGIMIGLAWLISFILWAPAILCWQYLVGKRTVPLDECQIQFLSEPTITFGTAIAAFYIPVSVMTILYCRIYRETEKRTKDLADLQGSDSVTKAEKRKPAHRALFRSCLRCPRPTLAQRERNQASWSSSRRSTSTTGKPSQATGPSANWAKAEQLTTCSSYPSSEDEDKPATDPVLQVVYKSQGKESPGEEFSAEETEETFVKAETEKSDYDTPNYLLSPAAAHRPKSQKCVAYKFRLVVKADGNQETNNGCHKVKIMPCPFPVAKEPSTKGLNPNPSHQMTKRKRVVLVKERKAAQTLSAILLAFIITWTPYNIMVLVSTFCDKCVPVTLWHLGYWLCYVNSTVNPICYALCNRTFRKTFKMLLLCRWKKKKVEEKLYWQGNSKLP
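System – CHO-K1 hM5 cells · Compound – 3 µM, single dose · Incubation – compound preincubation 140 s before EC20 acetylcholine addition · Technique – Fluo-8 calcium fluorescence · Measure – Max/basal fluorescence ratio as % of EC20–EC100 ACh window · Benchmarks – low control EC20 acetylcholine (0%), high control EC100 acetylcholine (100%) · Replication – singlicate, one well per test compound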
M4 PAM: CHRM4 positive allosteric modulation; P08173; CHO-K1 hM4/Gqi5, Fluo-8 calcium fluorescence, ACh EC20; 0% = ACh EC20, 100% = maximal ACh; activation, % at 3 µM; 360,000 tested, 0.4% active; AID 624126;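 active means activation above its plate's cutoff, the mean activation of sample wells plus 3 SD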; further: some results filed as inactive read as strong as hits
Target sequence (P08173 whole entry, looked up): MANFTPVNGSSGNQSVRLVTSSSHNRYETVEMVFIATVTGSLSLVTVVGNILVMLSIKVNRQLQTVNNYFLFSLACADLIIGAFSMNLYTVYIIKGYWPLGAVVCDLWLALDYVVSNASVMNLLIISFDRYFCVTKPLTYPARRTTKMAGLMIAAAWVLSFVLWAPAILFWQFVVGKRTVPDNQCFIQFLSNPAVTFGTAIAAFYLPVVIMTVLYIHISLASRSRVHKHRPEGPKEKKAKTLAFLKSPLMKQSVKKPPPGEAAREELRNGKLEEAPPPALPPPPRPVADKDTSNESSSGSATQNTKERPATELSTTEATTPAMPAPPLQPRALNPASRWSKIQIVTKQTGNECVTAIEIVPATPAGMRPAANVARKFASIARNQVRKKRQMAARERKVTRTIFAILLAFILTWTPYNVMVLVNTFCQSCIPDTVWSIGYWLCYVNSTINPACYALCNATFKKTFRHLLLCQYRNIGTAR
CHRM5 antagonist: blocks acetylcholine activation of human M5 receptor; P08912; CHO-hM5 cells, Fluo-8 calcium fluorescence, ACh EC80; inhibition, % at 3 µM; 360,000 tested, 0.59% active;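 active means inhibition above a per-plate cutoff, the mean of that plate's test compounds plus 3 SD, cut at about 27% in these data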;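 further: 0% = acetylcholine EC80 with DMSO and 100% = DMSO without agonist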
CRFBP-R2 agonist: CRF-BP/CRF-R2 complex agonism; HEK293 CRF-R2/CRF-BP, calcium dye fluorescence (FLIPR); percent of saturating CRF peptide response; activation, % at 13.2 µM; 350,000 tested, 0.46% active;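 active means activation of at least 50%, plus an integration ratio under a set limit after plate pattern correction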;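 further: plate controls were neutral control wells without compound for no effect and CRF at EC100 for full effect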
CHRM1 antagonist: blocks human M1 muscarinic receptor. CHO-K1 hM1, Fluo-8 calcium fluorescence, ACh EC80 antagonist. inhibition, % at 3 µM. 360,000 tested, 1.3% active. AID 588852;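 active means percent inhibition above its own plate's cutoff, namely the mean of that plate's compound wells plus 3 SD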;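 further: peak over basal fluorescence ratio during 140 s after agonist addition; 0% = ACh EC80 plus DMSO and 100% = DMSO alone without agonist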
M4 antag: blocks acetylcholine activation of human M4 receptor; P08173; CHO-hM4 cells, ACh EC80, Fluo-8 calcium fluorescence; inhibition, % at 3 µM; 360,000 tested, 0.73% active;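 active means inhibition above its plate's cutoff, the mean inhibition of sample wells plus 3 SD, cut at about 27% in these data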;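 further: 0% = acetylcholine EC80 with DMSO and 100% = DMSO without agonist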
CHRM5 agonist: agonists of human muscarinic M5 receptor (CHRM5); CHO-K1 hM5 cells, Fluo-8 calcium fluorescence; 0% DMSO wells, 100% maximal acetylcholine response; 360,000 tested, 0.19% active; P08912; activation, % at 3 µM;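 active means activation above the run's mean over test compounds plus 3 SD, cut at about 23% in these data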;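 further: signal is peak over basal fluorescence ratio across the kinetic read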
M4 ag: CHRM4 agonism in calcium assay. P08173. CHO-K1 hM4/Gqi5, Fluo-8 calcium fluorescence; vehicle 0%, full acetylcholine response 100%. activation, % at 3 µM. 360,000 tested, 0.14% active. AID 624127;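 active means activation above the run mean over all test wells plus 3 SD, cut at about 32% in these data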;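 further: peak over basal fluorescence ratio per well then scaled between controls; 0% = DMSO wells and 100% = acetylcholine at EC100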
* marks the source's active call; other numbers are inactive results; . = not tested or not shown; & = joins results of further samples.

SMILES	M1 PAM	CHRM5 PAM	M4 PAM	CHRM5 antagonist	CRFBP-R2 agonist	CHRM1 antagonist	M4 antag	CHRM5 agonist	M4 ag
CC(C)n1c(C(F)(F)F)nc2cc(C(=O)N3CCC(O)CC3)ccc21	4	5	5	7	5.2	-6	6	0	0
CCNC(=O)NC(=O)CN(C)c1ccccc1	4	0	1	4	0.1	-1	0	1	0
Cc1nc(C(=O)NC2CCCCC2)sc1C1(C)CC(c2cccc([N+](=O)[O-])c2)=NO1 (centres undefined)	-2	-10	0	13	2.1	8	1	2	12
O=C(Nc1cccc(S(=O)(=O)N2CCOCC2)c1)C(c1ccccc1)N1CCCCC1 (centres undefined)	0	-6	-1	4	-1.7	-4	-4	-6	9
CC(=O)NC(CC(=O)N(Cc1ccccc1)c1ccc(C)cc1)c1ccccc1 (centres undefined)	7	-2	5	10	-0.6	-5	-9	-3	3
COCCn1c(SCc2ccc(OC)c(F)c2)nc2ccccc2c1=O	2	-16	-12	26	1.9	0	-1	-3	1
C=CCOC(=O)C1=C(C)NC(SCC(N)=O)=C(C#N)C1c1cccs1 (centres undefined)	2	-6	-1	5	4.4	-1	-17	-4	2
O=C(OCc1nc2ccc(Cl)cc2n1CCO)c1ccccc1C(=O)c1ccccc1	-7	-1	-5	9	2.4	10	3	0	5
COc1ccc(C(=O)NCCc2c[nH]c3ccccc23)cc1S(=O)(=O)N1CCOCC1	-3	1	2	-2	1.3	-1	0	1	3
O=C(CC(=O)Nc1cccc(F)c1)Nc1cccc(F)c1	1	-8	-2	4	-0.7	-9	-12	10	6
Cc1ccc(OCC(=O)NCc2cccs2)c([N+](=O)[O-])n1	-6	-5	-1	3	1.4	1	5	2	0
CCc1ccc(CN2CCC(n3nccc3NC(=O)c3cccc(F)c3)CC2)cc1	4	-9	-5	13	0.1	-6	1	-3	6

Part of the list above with just M1 PAM and M4 antag.
molecule	M1 PAM	M4 antag
Cc1nc(C(=O)NC2CCCCC2)sc1C1(C)CC(c2cccc([N+](=O)[O-])c2)=NO1 (centres undefined)	-2	1
C=CCOC(=O)C1=C(C)NC(SCC(N)=O)=C(C#N)C1c1cccs1 (centres undefined)	2	-17
CC(C)n1c(C(F)(F)F)nc2cc(C(=O)N3CCC(O)CC3)ccc21	4	6
CCc1ccc(CN2CCC(n3nccc3NC(=O)c3cccc(F)c3)CC2)cc1	4	1
Cc1ccc(OCC(=O)NCc2cccs2)c([N+](=O)[O-])n1	-6	5
CC(=O)NC(CC(=O)N(Cc1ccccc1)c1ccc(C)cc1)c1ccccc1 (centres undefined)	7	-9

Of the compounds above, these have a thiophene ring, fused or not.
SMILES	M1 PAM	CHRM5 PAM	M4 PAM	CHRM5 antagonist	CRFBP-R2 agonist	CHRM1 antagonist	M4 antag	CHRM5 agonist	M4 ag
C=CCOC(=O)C1=C(C)NC(SCC(N)=O)=C(C#N)C1c1cccs1 (centres undefined)	2	-6	-1	5	4.4	-1	-17	-4	2
Cc1ccc(OCC(=O)NCc2cccs2)c([N+](=O)[O-])n1	-6	-5	-1	3	1.4	1	5	2	0

The listing picks up, starting 2 compounds before the break.
SMILES	M1 PAM	CHRM5 PAM	M4 PAM	CHRM5 antagonist	CRFBP-R2 agonist	CHRM1 antagonist	M4 antag	CHRM5 agonist	M4 ag
Cc1ccc(OCC(=O)NCc2cccs2)c([N+](=O)[O-])n1	-6	-5	-1	3	1.4	1	5	2	0
CCc1ccc(CN2CCC(n3nccc3NC(=O)c3cccc(F)c3)CC2)cc1	4	-9	-5	13	0.1	-6	1	-3	6
Cc1cccc2c(N=Nc3ccccc3)c(O)[nH]c12	1	-2	-1	5	-0.2	6	-4	0	1
O=C1CN(C(=O)c2cccc([N+](=O)[O-])c2)CC(=O)N1	7	-1	-3	9	3.8	-11	3	-2	0
Cc1ccc(-c2nn(C)c(=O)c3ccccc23)cc1CN1CCCCC1	-5	6	-14	-1	0.5	20	14	-3	0
CC(C)Oc1cccc(C(=O)NC(=S)Nc2ccc(Cl)c(C(=O)O)c2)c1	8	6	8	-6	0.0	-8	1	-3	0
Cc1noc(C)c1S(=O)(=O)NCc1ccc2c(c1)OCO2	-7	-9	-4	6	-2.5	16	11	-3	1
O=C1CCCN1CCCN1CC(C(=O)N(CCO)Cc2ccccc2)CCC1=O (centres undefined)	11	4	0	5	3.1	-11	-1	-2	1
Cn1c(CCC(=O)Nc2ccccc2F)nnc1SCC(=O)Nc1ccccc1Cl	7	2	-2	7	-2.3	-10	-10	2	2
Cc1cc(S(=O)(=O)N2CCCC(N(C)CCc3ccccn3)C2)c(C)cc1Cl (centres undefined)	-6	-4	-8	2	-2.2	-2	-8	-5	10
O=C(NC1CCCCC1)c1nc(-c2c(F)cccc2F)oc1-c1ccccc1	.	5	-2	-7	.	.	3	1	2
CC(=O)Nc1cccc(C(=O)NC2CCCc3c2cnn3-c2ccc(C(C)(C)C)cc2)c1 (centres undefined)	-2	-6	6	11	6.5	-3	7	-7	3
O=C(NCCCn1cccn1)c1cc(COc2ccc(F)cc2Cl)on1	5	-4	-2	5	2.1	2	4	0	3
Cc1cc(NC(=O)COc2cccc(Oc3ccccc3)c2)no1	4	-1	2	2	1.1	-7	-2	1	2

Record cards (already shown):
`O=C(NCCCn1cccn1)c1cc(COc2ccc(F)cc2Cl)on1` is entered as M1 PAM = 5; CHRM5 PAM = -4; M4 PAM = -2; CHRM5 antagonist = 5; CRFBP-R2 agonist = 2.1; CHRM1 antagonist = 2; M4 antag = 4; CHRM5 agonist = 0; M4 ag = 3
`CC(C)Oc1cccc(C(=O)NC(=S)Nc2ccc(Cl)c(C(=O)O)c2)c1` is entered as M1 PAM = 8; CHRM5 PAM = 6; M4 PAM = 8; CHRM5 antagonist = -6; CRFBP-R2 agonist = 0.0; CHRM1 antagonist = -8; M4 antag = 1; CHRM5 agonist = -3; M4 ag = 0
`Cc1cc(NC(=O)COc2cccc(Oc3ccccc3)c2)no1` is entered as M1 PAM = 4; CHRM5 PAM = -1; M4 PAM = 2; CHRM5 antagonist = 2; CRFBP-R2 agonist = 1.1; CHRM1 antagonist = -7; M4 antag = -2; CHRM5 agonist = 1; M4 ag = 2

Next results:
SMILES	M1 PAM	CHRM5 PAM	M4 PAM	CHRM5 antagonist	CRFBP-R2 agonist	CHRM1 antagonist	M4 antag	CHRM5 agonist	M4 ag
O=C(NCCc1nc2ccccc2[nH]1)c1ccc(Br)o1	13	4	9	-2	-0.6	-11	-1	-2	4
CCn1c(=O)c(C(=O)CN2CC(C)OC(C)C2)c(N)n(Cc2ccccc2)c1=O (centres undefined)	10	3	4	0	0.2	-9	-8	-1	1
Cc1c(/C(O)=C2/C(=O)C(=O)N(Cc3cccnc3)C2c2cccs2)cnn1-c1ccccc1 (centres undefined)	-2	1	5	0	-2.0	9	7	-5	0
COc1ccccc1C(=O)NC(=O)COC(=O)c1cccc(C)c1O	2	2	8	9	0.9	1	1	1	0
COC(=O)c1ccc(C(=O)OC)c(NC(=O)COC(=O)c2ccccc2OC)c1	7	3	12	-9	2.1	-9	-12	-3	2
O=C(CSc1ccc2nnc(-c3ccncc3)n2n1)Nc1ccccc1F	6	-1	7	-3	1.8	-23	-7	2	1
COC(=O)C1=C(O)/C(=C\c2ccc(OCC(=O)Nc3ccccc3)cc2)N=C1C	1	4	1	-11	-0.2	-9	3	-4	1
C/C(=N\Nc1ccc2nncn2n1)c1ccc(Br)s1	9	3	-4	3	-1.2	-6	5	1	2
Cc1cccc(/C(N)=N/OC(=O)c2ccccc2Cl)c1	9	0	5	-7	0.3	-7	-6	1	2
COc1ccc(Cc2nnc(NC(=O)CSc3ccc(C)cc3)s2)cc1	13	0	-2	-7	-2.3	-12	-5	2	1
CCCC(O)(CCC)C(=O)NNc1ccc(C)cc1	10	11	3	1	0.3	-15	-6	1	0
Cc1cccc(C(=O)NCCN2CCN(c3ccccc3)CC2)c1	8	4	1	0	-1.1	-23	5	-3	0
COc1ccc(C(=O)Nc2cc(OC)c(NC(=O)Nc3ccccc3)cc2OC)cc1	-2	0	0	-2	0.0	-4	-15	0	3
Cc1cc(NC(=O)CCC(=O)N(Cc2ccco2)C(C(=O)NC2CCCC2)c2ccccc2C)no1 (centres undefined)	-1	-9	-8	2	-0.8	-19	-3	-4	7
CCOC(=O)Cc1nnc(NC(=O)C(CC)Sc2nc(C)cc(C)n2)s1 (centres undefined)	4	-5	7	3	9.5	-11	-13	3	0
CCCN(CCC)CCCNC(=O)c1cn(CC)c2ccc(S(=O)(=O)N3CCc4ccccc4C3)cc2c1=O	-12	-6	-20	4	-0.4	14	26	-15	0
CCCCCN1N=C(C)CC1=O	11	9	-7	4	-1.4	-9	6	-3	1
CCC(C)N(C(=O)CSc1nc(C)c(C)c(C)c1C#N)C1CCS(=O)(=O)C1 (centres undefined)	15	2	6	-5	0.9	-10	0	1	1
Cc1cc(NS(=O)(=O)c2ccc(Nc3nc(-c4sc(N)nc4C)cs3)cc2)no1	11	10	10	-5	1.3	-24	-1	-2	1
O=c1[nH]c(=O)c2cn[nH]c2[nH]1	3	0	-3	-1	1.0	-26	-9	1	1
O=C(NCCc1ccccc1)c1ccccc1NS(=O)(=O)N1CCCC1	-1	-10	4	-5	-0.8	-1	-29	0	12
O=C(CSc1cccs1)Nc1cccc2ccccc12	7	1	1	-1	-0.1	-9	8	-5	0
Cc1ccc(-c2ccc(=O)n(CC(=O)Nc3cccc(C(=O)N4CCN(C)CC4)c3)n2)cc1	6	-5	0	10	4.8	-4	-6	-3	-1
CC(C)N(Cc1cc2ccccc2[nH]c1=O)C(=O)C1CCCCC1	4	-2	12	-1	0.6	-3	4	-3	0
COc1ccc(Cn2c(C)cc3c(c2=O)C(c2cccs2)C(C#N)=C(N)O3)cc1OC (centres undefined)	4	-4	7	3	0.7	-2	-3	-2	3
Cc1ccccc1-c1nc(-c2ccc(NC(=O)c3ccc4c(c3)OCO4)cc2)no1	-1	-1	14	-3	3.4	-2	-9	-3	1
COc1ccc(C(=O)Nc2cccc(/C=C/c3nc4ccccc4c(=O)[nH]3)c2)cc1	0	-12	-23	13	3.6	7	3	0	8
CCC(C)OC1OC(CO)C(O)C(O)C1NC(C)=O (centres undefined)	15	2	18	6	-0.6	-6	-3	2	2
OCCN1CCN(CC(O)COc2ccc3ccccc3c2)CC1 (centres undefined)	8&10	2&3	2&5	3&-5	-0.3&1.2	-9&-3	-7&-5	-1&2	2&1

Source: PubChem
